# High-throughput results from PubChem.
# L3MBTL1 block = inhibitors of human L3MBTL1. Q9Y468. AlphaScreen L3MBTL1–H3K9me1 peptide binding. Potency, µM (series often up to 57.1 µM), without a hit: top-dose activity, negative = inhibition, most hits filed as inhibitors. hit rate 0.66% among 230,000. AID 485360; note: nearly all actives have a fitted effect of over 60% in size
#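 AlphaScreen assay: L3MBTL1 (50 nM final) was preincubated 30 min at room temperature with biotinylated H3(1-15)K9me1 peptide (75 nM final), then 30 min with library compounds; streptavidin donor and nickel chelate acceptor beads (10 ug/mL final) added, 30 min dark.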
# RGS12 GoLoco inh = RGS12 GoLoco-Gai1 interaction inhibition; P63096; Gai1:RGS12 GoLoco peptide FP, rhodamine, 10 min; Potency, µM (highest dose often 61.6 µM), inactives show at the highest dose activity, negative = inhibition, most hits filed as inhibitors; hit rate 0.44% among 230,000; AID 880; active = well fitted inhibition curve with a large enough effect, not every such curve was filed as active; inactive = no such curve, though single readings can be large or run the other way; note: nearly all actives have a fitted effect of over 30% in size; many of its hits are not listed in these tables
# JMJD2E inh = inhibitors of human JMJD2E histone demethylase; B2RXH2; JMJD2E catalytic domain, FDH-coupled NADH fluorescence (FDH is formaldehyde dehydrogenase); Potency, µM (series often up to 57.1 µM), for the others: at the highest dose activity change, negative = inhibition, usual class: inhibitors; hit rate 1.6% among 230,000; active = well fitted inhibition curve with a large enough effect, not every such curve was filed as active; inconclusive = small, poorly fitted or top-dose-only effect, or another doubt; inactive = no such curve, though single readings can be large or run the other way;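 note: 0% = wells with enzyme and -100% = buffer wells without enzyme; nearly all actives have a fitted effect of over 50% in size; many of its hits are not listed in these tables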
# Target sequence (B2RXH2 1-337 limits assumed): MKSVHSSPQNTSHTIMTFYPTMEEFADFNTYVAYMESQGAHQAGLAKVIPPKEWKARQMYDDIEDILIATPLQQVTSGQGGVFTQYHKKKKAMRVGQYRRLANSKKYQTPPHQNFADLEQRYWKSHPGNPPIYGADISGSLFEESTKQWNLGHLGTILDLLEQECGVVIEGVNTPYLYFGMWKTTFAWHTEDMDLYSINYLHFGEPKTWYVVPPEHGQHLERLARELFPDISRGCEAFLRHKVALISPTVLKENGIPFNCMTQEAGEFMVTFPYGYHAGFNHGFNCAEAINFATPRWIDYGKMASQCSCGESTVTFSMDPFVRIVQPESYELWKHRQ
# RECQ1 inh = RECQ1 (human) helicase inhibition | P46063 | RECQ1 DNA unwinding, red fluorescence kinetic read | Potency, µM (highest dose often 57.3 µM), for inactives: at the top dose activity, negative = inhibition, actives largely listed as inhibitors | hit rate 0.54% among 240,000 | AID 2549;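 note: plate controls were vehicle for no effect and no enzyme for full effect; nearly all actives have a fitted effect of over 30% in size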
#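 50 nM RECQ1T1 preincubated 15 min with compound in Tris pH 8.0 buffer with MgCl2, DTT, Tween-20 and 2.5 ug/ml poly(dI-dC); started with 200 nM TAMRA/BHQ-2 forked duplex and 2 mM ATP. Unwinding read as fluorescence (525/598 nm), two reads 2 h apart.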
# TRb-SRC2 inh = TRbeta-SRC2 interaction inhibition. P10828. TRbeta-SRC2 peptide binding, fluorescence polarization; receptor liganded with 1 µM T3. Potency, µM (series often up to 106 µM), inactives show top-dose activity change, negative = inhibition, actives largely listed as inhibitors. hit rate 0.065% among 280,000;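 note: plate controls were bound peptide for no effect and peptide without receptor for full effect; nearly all actives have a fitted effect of over 50% in size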
# Target sequence (P10828 whole entry, looked up): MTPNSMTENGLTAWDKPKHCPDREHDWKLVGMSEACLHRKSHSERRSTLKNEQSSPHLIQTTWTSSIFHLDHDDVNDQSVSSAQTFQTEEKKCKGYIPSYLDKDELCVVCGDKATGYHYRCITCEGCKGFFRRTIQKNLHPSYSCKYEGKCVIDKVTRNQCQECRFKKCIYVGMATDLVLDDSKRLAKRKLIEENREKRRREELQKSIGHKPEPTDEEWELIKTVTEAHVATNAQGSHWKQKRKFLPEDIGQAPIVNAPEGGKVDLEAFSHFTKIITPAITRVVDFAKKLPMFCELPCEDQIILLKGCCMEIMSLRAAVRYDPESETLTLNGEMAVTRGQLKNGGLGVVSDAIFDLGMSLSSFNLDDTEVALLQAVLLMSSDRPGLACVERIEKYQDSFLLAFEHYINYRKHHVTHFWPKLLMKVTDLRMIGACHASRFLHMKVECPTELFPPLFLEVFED
#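 Read-out is fluorescence polarization (555 nm excitation, 632 nm emission) of a Texas Red SRC2 coactivator peptide; loss of signal reflects blocked binding to human TRb ligand-binding domain in the presence of 1 uM T3.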
# Tau fibril FP = blocks human tau fibril formation measured by polarization | P10636 | K18 P301L tau heparin fibrillization, Alexa594 FP, 6 h | Potency, µM (series often up to 57.7 µM), without a hit: at the top dose activity, negative = inhibition, actives largely listed as inhibitors | hit rate 0.39% among 280,000; note: nearly all actives have a fitted effect of over 55% in size
# Target sequence (P10636 561-689 P618L limits assumed): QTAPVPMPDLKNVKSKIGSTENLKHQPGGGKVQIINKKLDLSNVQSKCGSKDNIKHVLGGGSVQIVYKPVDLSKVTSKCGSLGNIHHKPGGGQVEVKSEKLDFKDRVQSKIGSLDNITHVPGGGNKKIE
#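 Compound effects on tau fibrillization are measured by Alexa 594 fluorescence polarization (ex 555, em 632 nm). K18 P301L tau is used at 15 uM with 0.24 uM labeled tracer, and 20 uM heparin induces aggregation over 6 hr at 37 C.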
# TR SRC2 fluor cs = alters Texas Red total fluorescence, flagging assay interference | TRb/SRC2 Texas Red total fluorescence interference | Potency, µM (series often up to 106 µM), for the others: at the top dose fluorescence change, negative = quenching | hit rate 0.29% among 280,000 | AID 1479; active = well fitted curve in either direction with a large enough effect; inconclusive = small, poorly fitted or top-dose-only effect
#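 Human TRb ligand-binding domain at 0.6 uM with 20 nM Texas Red SRC2 peptide in Tris buffer containing 1 uM T3 and 5% DMSO, incubated with compound 5 h at ambient temperature. Total fluorescence (555/632 nm) calculated as parallel + 2 × perpendicular.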
# Tau ThT inhib = tau fibrillization inhibition (ThT binding) | AID 1460 | Potency, µM (series often up to 57.4 µM), without a hit: top-dose activity, negative = inhibition, actives largely listed as inhibitors | P10636 | recombinant tau K18 P301L, heparin-induced fibrillization, ThT fluorescence | hit rate 2.1% among 270,000; note: nearly all actives have a fitted effect of over 55% in size
#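 Using a mix of unlabeled (15 uM) and Alexa 594-labeled (0.24 uM) tau K18 P301L, heparin-triggered fibrillization over 6 hr at 37 C was scored by ThT fluorescence.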
# The depositor's hits bear a star; i = inactive; ? = inconclusive; . = not tested or not shown; & = joins results of further samples; [ ] = dose if it differs, or a comment. Unless noted, calls come from the whole dose curve; as a rule, active = well fitted curve in the direction sought with a large enough effect; inconclusive = small, poorly fitted or top-dose-only effect, or another doubt; inactive = no such curve, though single readings can be large; an effect the other way counts as inactive or inconclusive. Unless noted, % is set by controls: 0 for no effect and ±100 for the full control effect; potency is the fitted concentration of half-maximal effect.
Structure	RGS12 GoLoco inh	Tau ThT inhib	RECQ1 inh	JMJD2E inh	Tau fibril FP	TRb-SRC2 inh	L3MBTL1 block	TR SRC2 fluor cs
Cc1ccc(C(=O)Nc2scc(-c3ccccc3)c2C(=O)O)o1	9%	-13%	-2%	-24%	-2%	9%	4%	-2%
CCOC(=O)c1sc(/N=C/C2=C(O)CC(C)(C)CC2=O)c(C(=O)OCC)c1C	30%	?	i	?	-3%	-1%	-32%	-1%
CCCNC(=O)c1c(Cl)cnn1-c1ccc(C)cc1	0%	-9%	i	-2%	-6%	-3%	9%	-1%
O=C(NCCCN1CCOCC1)c1ccc(Cl)c(S(=O)(=O)N2CCCCCC2)c1	-8%	-1%	i	3%	-11%	-3%	.	-5%
Cc1ccc(OCC(=O)N(Cc2ccc(N(C)C)cc2)C2CCS(=O)(=O)C2)cc1C (stereo not given)	-1%	-16%	i	1%	-14%	-1%	-4%	-9%
CCOc1ccc(NC(=O)c2c(NC(=O)c3ccccc3Br)sc3c2CCC(C)C3)cc1 (stereo not given)	.	14µM*	.	.	?	-9%	.	-54%
Cc1ccc2oc(=O)c3cnn(CC(=O)NCCC(C)C)c3c2c1	7%	-11%	-2%	-3%	-2%	-6%	2%	0%
COC(=O)C1=C(C(=O)OC)[C@@H]2N(C)c3ccccc3[C@@]23C[C@@H](C(=O)OC)N(S(=O)(=O)c2ccc([N+](=O)[O-])cc2)C3=N1	3%[14.2 µM]	-11%[11.5 µM]	-16%[11.5 µM]	-6%[11.4 µM]	10%[11.6 µM]	6%[11.2 µM]	.	-4%[11.2 µM]
Cc1ccc(-c2nc(C3CCCN(S(=O)(=O)c4ccc(C(C)(C)C)cc4)C3)no2)cc1 (stereo not given)	-11%	-17%	-5%	3%	-6%	8%	.	-1%
C(=N\c1nccs1)/Nc1nccs1	-9%	-6%	-2%	-4%	8%	-3%	-1%	2%
O=C(Nc1c(C(=O)N2CCN(c3ccccc3)CC2)oc2ccccc12)c1ccc(Br)o1	.	-14%	.	.	11%	-6%	.	0%
Cc1ccc(N(C)S(=O)(=O)c2nnc(NC(=O)C3CCCCC3)s2)cc1	.	4%	.	.	?	-1%	.	5%
COc1cc(CN2CCc3ccccc3C2)ccc1O	-2%	?	-16%	?	5%	-4%	0%	-1%
O=C(NC1CCCCC1)C1c2ccccc2C(=O)N1Cc1ccc2c(c1)OCO2 (stereo not given)	7%	-1%	i	-6%	3%	-4%	-14%	-4%
Cc1cc(C(=O)N[C@H](c2ccccc2)[C@@]2(C)C[C@@H]2[C@@H](C)C(=O)Nc2ccc3ccccc3c2)no1	5%&10%	-15%&-7%	-28%	-21%&2%	?	3%&6%	-6%	0%&-2%
Nc1nc(Nc2ccccc2)nc2ccccc12	1%	-1%	9%	-14%	0%	-1%	3%	0%
CCOC(=O)/C(C#N)=C/c1ccc(OC)c(OC)c1	1%	-2%	-3%	-4%	2%	6%	.	-1%
Cc1n[nH]c(C)c1SCC(=O)Nc1ccc(F)cc1	2%	-3%	-9%	12%	-1%	1%	1%	-1%
COc1ccc2c(C=O)cn(C)c2c1	17%	-10%	1%	-9%	6%	8%	6%	1%
COc1ccc(N2CC(C(=O)NC3=NCCS3)CC2=O)cc1 (stereo not given)	13%	7%	5%	-3%	0%	-6%	-2%	-1%
COc1cc(CCCN2C(=O)C(=O)NC[C@@H]2c2ccccc2)cc(OC)c1OC	4%	3%	i	-6%	4%	-1%	.	-1%
Cc1ccc(NC(=O)c2oc3ccc4c(c3c2C)C(=O)CC(C)(C)O4)c(C)c1	.	-10%	.	.	-13%	-3%	.	-2%
CCN(C(=O)Cn1c(=O)oc2ccccc21)c1cccc(C(F)(F)F)c1	17%	-3%	i	4%	-2%	0%	1%	-1%
CCOc1ccc2nc3sc(C(=O)N4CCN(C)CC4)c(N)c3cc2c1	14%	13µM*	i	-26%	9%	4%	.	-3%
Clc1ccc(Cc2ccccc2)nn1	-3%	-7%	-9%	3%	-5%	-8%	0%	-3%
CCNC(=O)CCCN1C(=O)CCn2nc(-c3cccn3C)cc21	.	1%	.	.	4%	0%	.	-18%
CCCCNC(=O)c1ccccc1NC(=O)CCC	3%	1%	16%	-10%	-1%	1%	0%	-1%
CCOc1ccc(NC(=O)CSc2nnc(CNC(=O)c3c(F)cccc3Cl)o2)cc1	.	?	.	.	-1%	0%	.	-1%
O=c1c(-c2ccccc2)coc2cc(O)cc(O)c12	34%[activator]	-101%	-13%	5%	?	-2%	.	-1%
O=C(CSc1nnc(SCC(=O)NCc2ccc3c(c2)OCO3)s1)NCc1ccc2c(c1)OCO2	-27%	7%	-14%	-3%	4%	2%	.	0%
CCOc1ccc(CCNC(=O)C2CCN(Cc3nc(-c4ccc(OC)c(OC)c4)oc3C)CC2)cc1OCC	.	-5%	.	.	-2%	-1%	.	-1%
Cc1cc(C)nc(N2CCCC(C(=O)NCC(c3ccccc3)c3ccccc3)C2)n1 (stereo not given)	6%	-3%	-3%	-18%	-1%	-15%	-4%	3%
C=CCn1c(C)c(C(C)=O)c(N2CCOCC2)nc1=S	15%	-15%	-3%	5%	2%	-7%	.	-1%
Cc1nc(N2CCCCC2)c2ccsc2n1	-4%	-18%	-2%	?	2%	0%	.	-2%
COc1cc(C(CCN2CCOCC2)c2c(OC)cc(OC)c3ccc(=O)oc23)cc(OC)c1OC (stereo not given)	23%	?	i	.	?	-2%	.	-1%
Cc1nc2ccccc2nc1CN1CCN(Cc2ccc(F)c(F)c2)C(CCO)C1 (stereo not given)	0%	-11%	2%	-1%	3%	2%	6%	-2%
CCOC(=O)c1ccc(N=C2SC(C(=O)Nc3ccc(C(=O)O)cc3)CC(=O)N2Cc2cccs2)cc1 (stereo not given)	13%	-12%	-5%	-10%	-3%	3%	.	0%
Cc1cc(C)c2c(n1)sc1c(=O)n(-c3cc(Cl)ccc3C)nnc12	.	1%	.	.	0%	-8%	.	-1%
COc1ccc(C2C(C(=O)c3ccccc3)N3c4ccccc4C=CC3C2[N+](=O)[O-])cc1 (stereo not given)	139%[activator]	?	-4%	-16%	-6%	21%	.	17%
CC(C)CCNC(=O)CCCOc1ccccc1	3%	-1%	0%	4%	8%	1%	.	0%

# Some of these compounds in order of molecular weight, rising:
Structure	RGS12 GoLoco inh	Tau ThT inhib	RECQ1 inh	JMJD2E inh	Tau fibril FP	TRb-SRC2 inh	L3MBTL1 block	TR SRC2 fluor cs
Clc1ccc(Cc2ccccc2)nn1	-3%	-7%	-9%	3%	-5%	-8%	0%	-3%
C(=N\c1nccs1)/Nc1nccs1	-9%	-6%	-2%	-4%	8%	-3%	-1%	2%
Cc1nc(N2CCCCC2)c2ccsc2n1	-4%	-18%	-2%	?	2%	0%	.	-2%
CCOC(=O)/C(C#N)=C/c1ccc(OC)c(OC)c1	1%	-2%	-3%	-4%	2%	6%	.	-1%
CCCCNC(=O)c1ccccc1NC(=O)CCC	3%	1%	16%	-10%	-1%	1%	0%	-1%
CCCNC(=O)c1c(Cl)cnn1-c1ccc(C)cc1	0%	-9%	i	-2%	-6%	-3%	9%	-1%
O=C(NC1CCCCC1)C1c2ccccc2C(=O)N1Cc1ccc2c(c1)OCO2 (stereo not given)	7%	-1%	i	-6%	3%	-4%	-14%	-4%
Cc1ccc(N(C)S(=O)(=O)c2nnc(NC(=O)C3CCCCC3)s2)cc1	.	4%	.	.	?	-1%	.	5%
COc1cc(CCCN2C(=O)C(=O)NC[C@@H]2c2ccccc2)cc(OC)c1OC	4%	3%	i	-6%	4%	-1%	.	-1%
Cc1nc2ccccc2nc1CN1CCN(Cc2ccc(F)c(F)c2)C(CCO)C1 (stereo not given)	0%	-11%	2%	-1%	3%	2%	6%	-2%
COc1ccc(C2C(C(=O)c3ccccc3)N3c4ccccc4C=CC3C2[N+](=O)[O-])cc1 (stereo not given)	139%[activator]	?	-4%	-16%	-6%	21%	.	17%
O=C(Nc1c(C(=O)N2CCN(c3ccccc3)CC2)oc2ccccc12)c1ccc(Br)o1	.	-14%	.	.	11%	-6%	.	0%

# More entries.
Structure	RGS12 GoLoco inh	Tau ThT inhib	RECQ1 inh	JMJD2E inh	Tau fibril FP	TRb-SRC2 inh	L3MBTL1 block	TR SRC2 fluor cs
COCCCNC(=O)Cn1nnc(-c2ccc(NC(=O)c3ccccc3F)cc2)n1	7%	-1%	-1%	?	1%	18%	2%	-2%
CCCC(=O)Nc1cc2c(cc1C(C)=O)OCCO2	3%	-8%	i	?	-4%	-2%	10%	-2%
Cc1ccc(/C=N\NC(=O)Cc2cccn2C)o1	-21%	?	?	?	-7%	0%	.	0%
O=C(O)CN1C(=O)/C(=C\c2cn(CC(=O)N3CCOCC3)c3ccccc23)SC1=S	26%	?	-9%	?	-2%	7%	?	-2%
COc1cccc(OC)c1C(=O)Nc1ccc2c3c(cccc13)CC2	5%	?	i	3%	3%	-2%	-3%	0%

# Some of the compounds tested (hit frequency here may not be typical).
